Assay outcomes (PubChem)
GRIN3A LBD mod = modulates the human NR3A ligand-binding domain; NR3A LBD differential scanning fluorimetry, Tm shift; 0% = protein alone, 100% = glycine-bound protein; Tm shift relative to glycine control, % at 25 µM; hit rate 2.5% among 340,000;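 active = melting temperature shift of at least 10% of the positive control shift, at one fixed dose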
SENP1 FRET inh = SENP1 (human) catalytic domain inhibition; recombinant SENP1 catalytic domain, CyPet-SUMO1-YPet FRET cleavage; Q9P0U3; inhibition, % at 10 µM; hit rate 0.21% among 360,000;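 active = inhibition at least 30% at 10 µM, raw YFP signal under a set limit, fluorescence ratio 0.5 to 1.5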;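 note: 0% = enzyme with DMSO and 100% = no enzyme wells; some results filed as inactive read as strong as hits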
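Test system: human SENP1 catalytic domain; medium: Tris pH 8 buffer plus EDTA, NaCl, BME, BSA, NP40, catalase; incubation: 50 min reaction at room temperature; technique: FRET, CFP and YFP emission; controls: no-enzyme low control and enzyme-plus-DMSO high control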
SENP6 inh = inhibitors of human SENP6 protease | AID 2599 | inhibition, % at 10 µM | hit rate 1.8% among 330,000 | Recombinant SENP6 catalytic domain, aminoluciferin luminescence;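 active = inhibition above about 50% at the single tested dose, limit read from the data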;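 note: plate controls were DMSO wells with enzyme for no effect and DMSO wells lacking enzyme for full effect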
Target sequence (Q9GZR1 628-1112 limits assumed): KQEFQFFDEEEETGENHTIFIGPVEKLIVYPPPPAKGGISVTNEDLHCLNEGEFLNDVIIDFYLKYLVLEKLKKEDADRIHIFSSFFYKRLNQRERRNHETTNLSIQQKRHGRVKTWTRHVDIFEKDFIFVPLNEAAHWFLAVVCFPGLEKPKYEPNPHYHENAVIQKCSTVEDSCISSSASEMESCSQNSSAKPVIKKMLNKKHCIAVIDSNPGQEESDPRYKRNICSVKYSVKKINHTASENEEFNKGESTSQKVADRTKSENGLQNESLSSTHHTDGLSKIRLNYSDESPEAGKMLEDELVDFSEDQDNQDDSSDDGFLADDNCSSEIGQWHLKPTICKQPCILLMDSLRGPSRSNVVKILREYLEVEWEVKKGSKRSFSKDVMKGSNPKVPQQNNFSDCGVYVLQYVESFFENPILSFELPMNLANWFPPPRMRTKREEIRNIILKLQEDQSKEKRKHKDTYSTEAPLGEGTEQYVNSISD
PfGluPho inh = PfG6PD (Plasmodium falciparum) enzyme inhibition | PfGluPho enzyme, NADPH resazurin-diaphorase fluorescence | inhibition, % at 20 µM | hit rate 0.78% among 350,000;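 active = inhibition reaching at least a set limit at 20 µM in the primary screen, cut at about 59% in these data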;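 note: 0% = DMSO wells with substrate and 100% = DMSO wells lacking glucose-6-phosphate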
ATG4B inhibitor = inhibitors of human ATG4B cysteine protease; ATG4B cleavage of LC3-PLA2, NBD-HPC fluorescence, 1 h; inhibition, % at 8.33 µM; hit rate 0.51% among 340,000; AID 504462; in the data active = inhibition above about 40%
SENP8 block = SENP8 (human) protease inhibition; hit rate 0.64% among 360,000; Q96LD8; inhibition, % at 20 µM; recombinant SENP8, Nedd8 substrate fluorescence; in the data active = inhibition mostly above about 40%, no sharp cut-off; inactive = mostly below about 27%
hIAP act = human IAP activation. P09923. purified human IAP, CDP-Star luminescence, 30 min; active compounds read high; 1 = vehicle-only enzyme, 0 = enzyme-free background. activation factor at 10 µM. hit rate 0.16% among 330,000. AID 2524;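 active = activation factor of the enzyme at least 2-fold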; note: the source names both 10 and 20 µM as test concentration; values of inactives mirror those of a sister screen read the other way
Target sequence (P09923 whole entry, looked up): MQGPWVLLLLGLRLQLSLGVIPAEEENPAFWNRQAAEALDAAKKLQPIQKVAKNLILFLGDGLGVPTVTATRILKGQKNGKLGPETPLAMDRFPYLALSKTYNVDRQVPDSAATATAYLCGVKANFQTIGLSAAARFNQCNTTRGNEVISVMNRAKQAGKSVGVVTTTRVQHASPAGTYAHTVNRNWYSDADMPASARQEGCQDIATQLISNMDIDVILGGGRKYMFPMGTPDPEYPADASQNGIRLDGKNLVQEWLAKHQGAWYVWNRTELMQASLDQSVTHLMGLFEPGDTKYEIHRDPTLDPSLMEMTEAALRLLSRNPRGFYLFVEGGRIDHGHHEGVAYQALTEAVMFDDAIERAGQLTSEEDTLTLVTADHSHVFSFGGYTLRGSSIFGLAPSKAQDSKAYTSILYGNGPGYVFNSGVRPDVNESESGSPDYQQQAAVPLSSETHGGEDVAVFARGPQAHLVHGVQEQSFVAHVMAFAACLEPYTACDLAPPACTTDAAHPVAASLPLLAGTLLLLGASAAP
MPTP inh = blocks calcium-induced mitochondrial swelling | isolated mouse mitochondria, Ca2+ swelling absorbance, 30 min | inhibition, % at 10 µM | hit rate 1.4% among 360,000;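 active = inhibition of 50% or more, scaled per plate between neutral and stimulator controls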;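 note: 0% = DMSO wells given calcium and 100% = 1 mM EGTA wells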
An asterisk follows results filed as active; i = inactive; · = no result given.

SMILES | GRIN3A LBD mod | SENP1 FRET inh | SENP6 inh | PfGluPho inh | ATG4B inhibitor | SENP8 block | hIAP act | MPTP inh
CN(CC(=O)Nc1ccccc1C(F)(F)F)C(=O)COc1cccnc1[N+](=O)[O-] | -1 | 0 | 5 | 11 | -11 | 8 | 1.1 | 1.0
CCOC(=O)Cn1c(=O)n(Cc2ccco2)c(=O)c2ccc(C(=O)NC3CCCC3)cc21 | 5 | 0 | -19 | 15 | 0 | 4 | 0.86 | 0.0
CCCCNC(=O)CC(=O)Nc1ccccc1C(=O)O | 1 | 3 | -11 | 14 | -7 | 3 | 1.1 | -0.6
CCOC(=O)c1c(Cc2cccc(Cl)c2)c[nH]c1C | -5 | 0 | 4 | 3 | 19 | 4 | 1 | 4.7
CN(C)c1ccc(/C=N/NC(=O)c2ccccc2Cl)cc1 | -1 | 0 | 11 | 8 | -10 | -146 | 1.1 | 2.1
O=C(CSc1nnc2c(Cl)cc(Cl)cn12)N1CCN(S(=O)(=O)c2ccccc2)CC1 | -2 | 2 | -5 | 0 | -9 | -14 | 1 | -0.1
CCC(CO)Oc1cc(NCc2ccccc2)c2ncn(C(C)C)c2c1 (configuration not stated) | 3 | -30 | 0 | 9 | 0 | 13 | 1 | 0.6
Cc1ccc2c(c1Br)/C(=N/N1C(=O)c3ccccc3C1=O)C(=O)N2 | -9 | 2 | -12 | 24 | -2 | 38 | 1.4 | -2.8
O=C(CSc1nc2ccsc2c(=O)n1-c1ccccc1)N1CCCC1 | -1 | 1 | -6 | -10 | -11 | 16 | 1.1 | -0.6
COc1ccc(CNC(=O)CN(C(=O)c2csnn2)c2ccc(C(C)=O)cc2)cc1 | 0 | 2 | 39 | -4 | -3 | 9 | 0.91 | 0.7
O=C(/C=C/c1ccc(OC2CSC2)cc1)c1ccccc1 | 5 | 1 | 38 | 9 | 5 | 11 | 1.1 | -1.6
Cc1ccc2c(c1C)NC(=O)CC(c1ccccc1O)=N2 | 1 | 28 | -10 | -24 | 6 | 24 | 0.87 | 0.5
O=C(NN1C(=O)c2cc(Br)ccc2NC1c1cc(Br)cc(Br)c1O)c1ccncc1 (configuration not stated) | 0 | -11 | 11 | -29 | 10 | -29 | 1.3 | 88*
COc1ccc(NC(=O)c2cc(-c3ccccc3)nc3c2cnn3C(C)C)cc1 | 3 | 1 | 15 | 1 | -5 | -134 | 0.9 | 3.5
COc1ccc2cc(CN(Cc3ccco3)Cc3nnnn3C3CCCCC3)c(=O)[nH]c2c1 | -47 | -4 | -11 | 11 | -11 | -58 | 1 | 2.3
CC(NS(=O)(=O)c1ccc2[nH]c(=O)[nH]c2c1)c1ccc(F)cc1 (configuration not stated) | · | 1 | · | -1 | · | 19 | · | -2.1
O=C(Cn1nc2ccccc2n1)N/N=C/c1ccc(F)cc1 | -1 | 1 | -15 | -2 | 6 | 11 | 0.96 | 2.4
Cc1ccc(S(=O)(=O)CCN2C=CC(C(F)(F)F)=NCC2)cc1 | -1 | 2 | -14 | 4 | 3 | 24 | 0.94 | 3.9
COc1cccc(S(=O)(=O)NCc2ccc(C(=O)N3CCN(Cc4ccccc4)CC3)cc2)c1 | 0 | 3 | -22 | -2 | -9 | 6 | 1.1 | -1.0
Cc1ccccc1C(=O)Nc1nnc(-c2ccc(C(C)(C)C)cc2)s1 | 3 | 1 | -5 | 1 | 4 | -84 | 1.2 | 4.5
CC(=O)C1=C(O)C(=O)N(c2ccc(O)cc2)C1c1ccc(Cl)cc1 (configuration not stated) | 2 | -5 | 11 | -11 | -10 | -17 | 0.97 | 1.0
COc1cccc(C2CC(=O)Nc3cc4c(cc32)CCC4)c1 (configuration not stated) | -2 | 0 | -8 | 5 | -5 | 20 | 0.94 | -3.3
O=C(Nc1cc(S(=O)(=O)N2CCOCC2)ccc1N1CCCC1)c1cc(=O)[nH]c2ccccc12 | 0 | -2 | -13 | -7 | -8 | 0 | 0.86 | 1.6
O=C(NCc1nc2ccccc2[nH]1)c1c(F)c(F)c(F)c(F)c1F | 1 | 0 | -24 | 8 | -10 | 11 | 1.2 | -2.0
CNC(=O)c1c(NC(=O)C2=COCCO2)sc(C)c1C | 0 | 3 | -14 | 12 | 6 | -138 | 1.3 | -1.4
Later entries:
SMILES | GRIN3A LBD mod | SENP1 FRET inh | SENP6 inh | PfGluPho inh | ATG4B inhibitor | SENP8 block | hIAP act | MPTP inh
CCCn1nc(CC(=O)O)c2ccccc2c1=O | 0 | 4 | -1 | -2 | -2 | 16 | 0.74 | 0.5
CC(=O)/C(=N\Nc1ccccc1)Oc1ccc(Br)cc1 | -2 | 3 | -18 | -4 | 0 | 11 | 0.82 | 6.0
Cc1cccc(COc2ncnc3nc[nH]c23)c1 | -2 | -3 | -1 | -1 | -4 | 4 | 1.4 | 4.1
CCC(C)(C)n1nnnc1C(c1cc2cccc(C)c2[nH]c1=O)N1CCCC1 (configuration not stated) | 1 | -9 | 12 | 10 | -6 | -112 | 0.89 | 0.2
COc1ccc(-c2nn(CC(=O)N(C)C)c(=O)c3ccccc23)cc1 | 0 | 1 | -5 | 3 | -6 | -8 | 1 | 0.5
COc1ccc(NC(=O)/C(=C/c2ccc3c(c2)OCO3)NC(C)=O)cc1 | 1 | 1 | 1 | 9 | 7 | 5 | 0.73 | 0.5
CCOC(=O)c1cccc(S(=O)(=O)N(CCO)Cc2cc3cc(OC)c(OC)cc3[nH]c2=O)c1 | 1 | -1 | -1 | -6 | 6 | -227 | 0.99 | -3.0
CC(C(=O)Nc1ccccc1Cl)c1ccc([N+](=O)[O-])cc1 (configuration not stated) | -4 | 0 | -11 | 1 | 2 | 8 | 1.2 | 1.5
O=C(CCCN1C(=O)c2ccccc2C1=O)NCC1CCCO1 (configuration not stated) | 0 | 5 | -14 | 1 | -11 | 12 | 1.1 | -0.5
COc1ccc(O)c(-c2cc(-c3cccs3)[nH]n2)c1 | -4 | -34 | 35 | 19 | -13 | -130 | 1.1 | 6.3
N#CCSc1nc2ccccc2o1 | 1 | 3 | -17 | 3 | -6 | 7 | 1.1 | 2.3
O=C(Nc1cc(C(=O)N2CCOCC2)cc(C(=O)N2CCOCC2)c1)c1cc(F)c(F)cc1Cl | -1 | 1 | -7 | -7 | -9 | 10 | 1.2 | -0.1
CCOC(=O)c1[nH]cnc1C(=O)N1CCC(C)CC1 | 0 | 1 | -10 | -15 | 5 | 18 | 1 | -0.2
O=C(CCC(=O)NCCO)NCCO | -1 | 0 | -9 | 9 | -13 | 4 | 0.78 | 1.4
CCOc1ccc(N(CC(=O)NN=C2CCCC2)S(C)(=O)=O)cc1 | -2 | -1 | -6 | -11 | 5 | 24 | 0.96 | -1.4
Cc1ccc(NCc2nnc(SCc3ccc(C#N)cc3)n2Cc2ccco2)c(C)c1 | -1 | -5 | -5 | 26 | -13 | 5 | 1.1 | 1.3
CCNC(=S)N(CCCN(CC)CC)Cc1cc2cc3c(cc2[nH]c1=O)OCO3 | 0 | -6 | -2 | -13 | 2 | -434 | 0.92 | -1.6
O=C(NNC(=O)C1CC(=O)N(Cc2ccccc2)C1)c1ccc(F)cc1 (configuration not stated) | 0 | 1 | -8 | -1 | -4 | 10 | 0.97 | -1.6
CN(C)S(=O)(=O)c1ccc(C(=O)NC(=O)CSc2nncs2)cc1 | 0 | -1 | 5 | 8 | -2 | 2 | 1.1 | -0.8
Cc1ccc(C)n1-c1ccc(N2CCOCC2)c([N+](=O)[O-])c1 | 0 | 2 | -16 | -5 | 4 | 16 | 1.1 | 2.2
O=C(O)C1CC=C(Cl)CC1C(=O)NCC1OCCc2ccccc21 (configuration not stated) | 0 | 2 | -8 | 5 | -10 | 3 | 0.94 | -3.3
CC(=O)Nc1ccc(S(=O)(=O)N2CCC(C(=O)NC3CCCC3)CC2)cc1 | 1 | 1 | 2 | 0 | -7 | 6 | 0.95 | 0.4
C=CCn1c(=N)n(CC(=O)OC)c2ccccc21 | -9 | 1 | -32 | -13 | -3 | 14 | 0.95 | 1.1
O=S(=O)(c1ccccc1)c1nc(NCc2cccnc2)sc1Cl | 0 | -3 | -4 | -10 | 5 | -6 | 0.89 | 2.7
O=C(NCC1CCCO1)c1cc2ccccc2[nH]1 (configuration not stated) | 1 | 2 | -7 | -14 | 7 | -24 | 0.96 | -0.4
Continued.
SMILES | GRIN3A LBD mod | SENP1 FRET inh | SENP6 inh | PfGluPho inh | ATG4B inhibitor | SENP8 block | hIAP act | MPTP inh
COc1cc(NC(=O)c2ccc3c(c2)OCO3)ccc1NC(=O)c1ccco1 | -10 | 1 | -26 | -4 | 2 | -11 | 0.85 | 0.8
COc1cc(CNc2ccc(NC(C)=O)cc2)ccc1OCc1ccccc1C | 0 | 1 | -11 | 11 | 3 | 11 | 1.1 | 2.8
CC1=CC(c2ccccc2)n2nc(N3C(=O)CCC3=O)nc2N1 (configuration not stated) | 1 | -25 | 0 | 5 | -7 | i | 1.1 | -4.6
COc1ccc(C(C)(C)C)cc1NC(=O)CCn1[nH]c(=O)ccc1=O | 0 | 3 | -11 | -1 | -3 | -5 | 0.95 | -1.8
Cc1cc(C(=O)N/N=C/c2ccccc2Br)no1 | -1 | 0 | -3 | -6 | -1 | 24 | 1 | -0.7
Cc1cccc(NC(=O)c2ccc(C)c(S(=O)(=O)N3CCOCC3)c2)n1 | -3 | -2 | · | 2 | -7 | 3 | · | 0.4
CC(=O)C(Cc1cccc(F)c1)(Cc1cccc(F)c1)C(C)=O | -2 | 2 | 10 | -8 | 1 | 17 | 0.95 | -0.1
C=CCNC(=O)CN1CCC(O)(c2ccc(F)cc2)CC1 | 0 | 1 | 2 | -23 | 1 | 6 | 0.91 | -0.1
Cn1c(CN2CCOCC2)nc2cc(NC(=O)COc3ccc([N+](=O)[O-])cc3)ccc21 | -1 | 1 | 3 | 11 | -1 | 7 | 1.1 | -3.0
c1ccc(Nc2ccc(-n3ccnc3)nn2)cc1 | -6 | -1 | -26 | 3 | -8 | 4 | 0.84 | 1.1
COc1cc(/C=N/NC(=O)NC23CC4CC(CC(C4)C2)C3)ccc1O | -7 | 2 | -22 | 24 | -14 | 9 | 0.99 | -0.7
COn1c(=O)c(-c2ccc(C)cc2)[n+]([O-])c2ccccc21 | 0 | -7 | -24 | 0 | 7 | -17 | 1 | -0.5
CC(=O)Cn1nnc2sc(-c3ccccc3)cc2c1=O | -3 | -23 | 3 | -17 | -1 | -248 | 0.9 | -1.2
CC1(C)c2[nH]c3ccccc3c2C[C@@H]2C(=O)N(c3cc(F)ccc3F)C(=O)N21 | -5 | -18 | -15 | 3 | -6 | 12 | 0.95 | -0.9
COC(=O)CCCC1=CC2=CC(=O)C(C)(OC(=O)c3cccs3)C(=O)C2=CN1c1cccc(C#N)c1 (configuration not stated) | -1 | -32 | 15 | 32 | -8 | -33 | 0.97 | 2.2
COc1ccc(Cl)cc1S(=O)(=O)Nc1ncn[nH]1 | -4 | 2 | -15 | -3 | 7 | 6 | 1 | 0.8
CC(C)Cn1c(Br)nc2c1c(=O)n(CCC#N)c(=O)n2C | -2 | 2 | -2 | 8 | 4 | 14 | 0.95 | -0.8
Cc1cc(C(=O)CSc2nnc(-c3ccc(Cl)cc3)n2C)c(C)n1CC1CCCO1 (configuration not stated) | -1 | 1 | 13 | 12 | -4 | 5 | 1.1 | -0.6

Gathered by group, those above containing an aryl thioether with sulfur outside any ring.
SMILES | GRIN3A LBD mod | SENP1 FRET inh | SENP6 inh | PfGluPho inh | ATG4B inhibitor | SENP8 block | hIAP act | MPTP inh
O=C(CSc1nnc2c(Cl)cc(Cl)cn12)N1CCN(S(=O)(=O)c2ccccc2)CC1 | -2 | 2 | -5 | 0 | -9 | -14 | 1 | -0.1
O=C(CSc1nc2ccsc2c(=O)n1-c1ccccc1)N1CCCC1 | -1 | 1 | -6 | -10 | -11 | 16 | 1.1 | -0.6
N#CCSc1nc2ccccc2o1 | 1 | 3 | -17 | 3 | -6 | 7 | 1.1 | 2.3
Cc1ccc(NCc2nnc(SCc3ccc(C#N)cc3)n2Cc2ccco2)c(C)c1 | -1 | -5 | -5 | 26 | -13 | 5 | 1.1 | 1.3
CN(C)S(=O)(=O)c1ccc(C(=O)NC(=O)CSc2nncs2)cc1 | 0 | -1 | 5 | 8 | -2 | 2 | 1.1 | -0.8
Cc1cc(C(=O)CSc2nnc(-c3ccc(Cl)cc3)n2C)c(C)n1CC1CCCO1 (configuration not stated) | -1 | 1 | 13 | 12 | -4 | 5 | 1.1 | -0.6
